Screens deposited in PubChem BioAssay by Broad Institute.
Statin myotox sup: protects C2C12 myotubes from simvastatin toxicity; 330,000 compounds, 0.78% hits; rescue of ATP level, % at 7.49 µM; ATP luminescence, 48 h; scaled: DMSO 0, geranylgeraniol control 100;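 active = mean ATP rescue above about 67%, or every replicate alone reaching that limit, limit read from the data, passing the limit was not always enough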;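 also: myotubes were challenged with 10 µM simvastatin during compound exposure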
GSIS activator: primary screen for activators of insulin secretion dependent on glucose, INS-1E cells, GLuc reporter luminescence; activation, % at 16.6 µM; AID 743287; INS-1E GLuc reporter insulin secretion, 2-3 h; 370,000 compounds, 0.61% hits;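 active = lowest replicate activation of at least 40%, so every replicate reaches that level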;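 also: 0% = median of neutral control wells and 100% = median of IBMX positive control wells; some compounds called inactive have numbers as strong as hits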
PglD DTNB: inhibitors of Campylobacter jejuni PglD acetyltransferase; purified PglD enzyme, DTNB colorimetric CoA detection; inhibition, % at 12.5 µM; 360,000 compounds, 0.098% hits; AID 602405; in the data active = inhibition above about 16%, passing the limit was not always enough; also: strong numbers were not always called active
PGC1a acetyl inh: lowers PGC1a acetylation signal in U2OS cells; 350,000 compounds, 0.17% hits; AlphaScreen anti-acetyl-lysine; with virally co-expressed GCN5 acetyltransferase; inhibition, % at 15.6 µM; AID 651687;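 active = every replicate shows inhibition of at least 40%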;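 also: 0% = neutral control wells and 100% = positive control wells; some results beyond the cut were filed as inactive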
Cneo AK release: Cryptococcus neoformans lysis via adenylate kinase release. C. neoformans lysis, adenylate kinase release luminescence, 4 h; normalised: neutral wells 0, clomiphene wells 100. lysis activity, % at 15 µM. 360,000 compounds, 0.2% hits;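 active = mean lysis activity across replicates of at least 80%, whatever share of replicates individually reach that level; inactive = mean lysis activity below 80%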
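Material: C. neoformans cells; Schedule: 4 h static compound exposure, 37 °C, read 1 h post-reagent; Measured by: adenylate kinase release luminescence; Read-out: signal increase indicating cell lysis; Controls: Clomiphene as positive lysis control.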
miR122 inh: blocks miR-122 activity in Huh7 sensor cells; 340,000 compounds, 0.3% hits; AID 602342; Huh7 miR-122 Renilla luciferase sensor, 48 h; neutral wells = 0, positive control = 100; activation (reporter increase), % at 12.5 µM;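 active = mean replicate activation score at least 90 and every replicate individually at or above 90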;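 also: higher luciferase means less miR-122 activity so hits act as miR-122 inhibitors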
FN deposit inh: fibronectin deposition inhibition; 350,000 compounds, 0.086% hits; inhibition, % at 12.6 µM; AH1F fibroblasts, Alexa488-fibronectin deposition fluorescence, overnight;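 active = mean inhibition across replicates of 30% or more, regardless of how many single replicates reach that level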;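 also: positive control wells lacked labelled fibronectin entirely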
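Material: AH1F fibroblasts assembling fluorescent fibronectin matrix; amount: 10000 AH1F cells/well; medium: DMEM, 2% serum; reagent: Alexa488-fibronectin, 24 nM final in well; dosing: single compound dose, delivered by pin transfer; incubation: 1 h adhesion, overnight exposure; detection: fluorescence after three HBSS washes, excitation 485 nm, emission 525 nm; measure: fibronectin deposition inhibition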
CFTR F508del cor: CFTR F508del correction in bronchial cells. activity (quench increase), % at 7.58 µM. CFBE cells, YFP halide quenching; stimulated with forskolin plus potentiator P3; % fluorescence drop versus neutral controls. 350,000 compounds, 0.36% hits;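 active = mean added fluorescence quench of at least 8% versus neutral control, with both replicates also reaching 8%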;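 also: cells transiently co-express mutant CFTR-F508del with the halide-sensitive YFP; corrector assay measuring rescue of mutant channel to the surface after 24 h compound exposure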
Numbers without * were called inactive; x = no result given; [ ] = another dose, or the depositor's remark.

SMILES	Statin myotox sup	GSIS activator	PglD DTNB	PGC1a acetyl inh	Cneo AK release	miR122 inh	FN deposit inh	CFTR F508del cor
O=C(CN1CCC(C(=O)c2ccc(F)cc2)CC1)Nc1ccccc1Cl	-1	-11	-4	-7	0	-6	-6	-2.7
O=C(Oc1ccccc1N1C(=O)C2CCCCC2C1=O)c1ccccc1 (stereo unspecified)	2	x	-1	-14	-1	3	-3	x
Cc1ccc(NC(=O)/C=C/c2ccco2)cc1S(=O)(=O)N1CCCCCC1	33	-20	3	1	0	17	-12	-2.1
CCCNC(=O)C[C@@H]1CC[C@H]2[C@@H](COC[C@@H](O)CN2C(=O)C2CCOCC2)O1	10	-1	0	9	0	-2[16.7 µM]	-5	0.3
C/C=C/c1ccc2c(c1)O[C@@H](CN(C)C(C)=O)[C@@H](C)CN([C@@H](C)CO)S2(=O)=O	4	9	-1	8	6	-6[16.7 µM]	1	0.4
COc1ccc(-n2nc(C(=O)NCc3ccco3)c3c4ccccc4n(C)c3c2=O)cc1	-26	10	x	-5	x	7	8	1.6
CC(=O)N1C[C@@H]2N[C@H](C1)C2c1ccc(-c2ccccc2)cc1 (stereo partly specified)	x	9	x	-10	x	x	-12	5.0
Cc1nc2c3cc(F)ccc3n(Cc3ccccc3F)c2s1	-12	-18	x	-20	x	47	11	0.8
CCCCN(C)CCNC(=O)C(NC(=O)C1CCC(C)CC1)C(C)C (stereo unspecified)	1	x	x	-6	x	-1	1	2.2
CC1(C)Cc2c(c(-c3ccccc3)nc(N3CCOCC3)c2C(N)=O)CO1	-3	x	-4	-3	1	-7	x	x
COc1ccccc1CN(C)C(=O)c1cccc(S(=O)(=O)N2CCc3ccccc3C2)c1	6	-20	0	-10	0	14	7	1.6
O=C(C[C@@H]1CC[C@H]2[C@@H](COC[C@H](O)CN2C(=O)c2ccccn2)O1)N1CCN(c2ccccc2)CC1	-12	13	3	4	-4	-7[16.7 µM]	1	1.9
O=C(NNc1cccc(Cl)n1)C1CC1	-7	14	-3	8	4	-13	8	-2.3
COc1cc(C(=O)NC(C)c2ccc(-n3ccnc3)cc2)cc(OC)c1C (stereo unspecified)	-19	-2	-2	x	12	1	-4	-1.1
C/C(CCc1ccc2c(c1)OCO2)=N\N=C1\NC(=O)CC(C(=O)Nc2ccc(Cl)cc2)S1 (stereo unspecified)	-3	-11	x	-56	x	-3	x	-1.2

Two compounds drawn at random from those above, as already listed:
SMILES	Statin myotox sup	GSIS activator	PglD DTNB	PGC1a acetyl inh	Cneo AK release	miR122 inh	FN deposit inh	CFTR F508del cor
C/C=C/c1ccc2c(c1)O[C@@H](CN(C)C(C)=O)[C@@H](C)CN([C@@H](C)CO)S2(=O)=O	4	9	-1	8	6	-6[16.7 µM]	1	0.4
CC1(C)Cc2c(c(-c3ccccc3)nc(N3CCOCC3)c2C(N)=O)CO1	-3	x	-4	-3	1	-7	x	x

Later entries:
SMILES	Statin myotox sup	GSIS activator	PglD DTNB	PGC1a acetyl inh	Cneo AK release	miR122 inh	FN deposit inh	CFTR F508del cor
Nc1ccccc1SCCS(=O)(=O)c1ccc(Cl)cc1	8	12	x	x	x	x	2	-0.5
C[C@H]1CN([C@@H](C)CO)S(=O)(=O)c2ccc(C3=CCCC3)cc2O[C@H]1CN(C)C(=O)C1CCCCC1	-19	-19	2	-1	-2	5[16.7 µM]	x	4.0
CC1(CCc2ccc3c(c2)OCO3)NCCc2c1[nH]c1ccccc21 (stereo unspecified)	24	-30	10	-7	0	-5	0	1.1
O=C(c1cccnc1)N1CC(=O)N2[C@H](C1)[C@H](c1ccc(-c3ccccc3F)cc1)[C@@H]2CO	x	-10	x	4	x	x	9	-3.9
N#C[C@@H]1N[C@H](CO)[C@H]1c1ccc(-c2ccccc2F)cc1	8	4	-3	10	0	x	-8	-5.1
COc1cccc(-c2cc(C(=O)N3CCN(c4ccccc4OC)CC3)no2)c1	55	-18	1	x	2	-3	8	0.5
Cc1cccc(C(=O)O/N=C(\N)CS(=O)(=O)c2ccccc2)c1	x	-4	3	0	0	3	6	-0.8
CCCCCCNc1nc(-c2ccc(OC)cc2)c(CCC(=O)O)s1	x	x	2	-8	0	2	6	x
O=C(Nc1ccccc1)N[C@@H]1CC[C@@H](CCn2cc(C3(O)CCCC3)nn2)O[C@@H]1CO	3	-4	-2	0	4	x	-4	1.8
O=C(NCc1ccncc1)C(=O)C1C(=O)Nc2ccccc21 (stereo unspecified)	x	4	x	0	x	x	14	0.4
COc1ccc(/C(N)=N/OC(=O)c2ccc3c(c2)OCO3)cc1OC	-5	6	5	-12	2	0	x	-0.5
O=C(NCc1cccnc1)c1cc(C2CCCN(C(=O)c3ccccn3)C2)on1 (stereo unspecified)	1	-1	7	13	-2	-2	3	-2.7
COc1ccccc1-c1cn(CC[C@H]2CC[C@@H](NC(=O)C3CCOCC3)[C@@H](CO)O2)nn1	3	6	-3	6	-1	9[16.7 µM]	x	-0.3
COc1ccc2[nH]c3nc(SCc4nnc(-c5ccc(C)cc5)o4)nnc3c2c1	-17	x	0	-3	1	-1	x	x
CCCCCC(=O)NN1C(=S)N(c2ccc(OC)cc2)C(=O)C1CC(=O)Nc1ccccc1 (stereo unspecified)	19	x	-3	-4	10	-3	3	1.1
COc1cc(S(=O)(=O)N(Cc2ccc(C)cc2)C2CCCCC2)ccc1-n1cnnn1	8	1	4	-2	1	21	x	x
CCCS(=O)(=O)N1CCCC(C(=O)NCCN(C)Cc2ccccc2)C1 (stereo unspecified)	1	x	1	1	1	-4	x	x
COCCN1C(=O)N[C@@H](CCc2ccccc2)[C@H](C(C)=O)[C@H]1C	6	-3	3	0	-2	1	-5	-0.2
CN(CC(=O)Nc1ccccc1Br)CC(=O)Nc1ccccc1C(F)(F)F	5	-16	2	-3	0	-3	3	0.6
C[C@@H]1CN([C@H](C)CO)C(=O)Cc2cc(NC(=O)Nc3ccc(C(F)(F)F)cc3)ccc2O[C@@H]1CN(C)Cc1ccc(C(F)(F)F)cc1	-78	3	0	5	2	-2[16.7 µM]	x	-0.1
O=C(CN1CCOCC1)N1c2ccccc2Sc2ccccc21	-2	-6	-1	x	1	x	-8	4.1
C[C@@H]1CN([C@H](C)CO)C(=O)c2cc(N(C)C)ccc2O[C@@H]1CN(C)S(=O)(=O)c1ccc(Cl)cc1	-1	0	4	-4	-3	98*[16.7 µM]	x	1.5
CCN1CCN(CC2COc3ccccc3O2)CC1 (stereo unspecified)	7	-3	-1	9	0	3	1	-0.8
CCC(C)[C@H]1COCCS(=O)(=O)N1Cc1ccccc1F (stereo partly specified)	20	-25	2	x	-7	x	0	-4.6
CN(C)S(=O)(=O)c1ccc(N2CCCC2)c(C(=O)NNC(=O)c2ccccc2)c1	0	22	6	-9	3	9	18	-0.9
C[C@@H]1CN([C@H](C)CO)S(=O)(=O)c2ccc(C#Cc3ccc(F)cc3)cc2O[C@@H]1CN(C)CC1CC1	-16	9	-2	-11	6	14[16.7 µM]	-21	0.6
C[C@@H]1CN([C@@H](C)CO)S(=O)(=O)c2ccc(C#Cc3ccccn3)cc2O[C@@H]1CN(C)Cc1cccc(F)c1	3	-37	-3	-16	-1	3[16.7 µM]	x	4.6
Cn1nnc2cc(C(=O)Nc3ccccc3)ccc21	1	x	2	-4	-2	-11	-6	-0.5
O=C1CN(C(=O)c2ccccc2C(=O)O)c2ccccc2N1	7	1	5	x	-1	1	-1	0.9
COc1ccc(C(CNC(=O)C(C)Oc2ccc(Br)cc2)N2CCCCC2)cc1 (stereo unspecified)	-10	-28	-3	-4	3	-5	5	1.5
COc1ccc(C#Cc2ccc3c(c2)[C@]2(C(=O)N3)[C@H](c3ccccc3OCCO)N3[C@H](c4ccccc4)[C@H](c4ccccc4)OC(=O)[C@H]3[C@@H]2C(=O)N2CCN(c3ncccn3)CC2)cc1	x	x	-3	-18	-14	x	x	1.0
C[C@H]1CN([C@@H](C)CO)C(=O)c2cc(NC(=O)CCCN(C)C)ccc2O[C@H]1CN(C)C(=O)Nc1ccc(F)cc1	-45	0	4	-3	-4	1[16.7 µM]	x	2.0
COCCNC(=O)CSc1n[nH]c(=O)n1CCc1ccccc1	6	16	5	7	-3	0	12	5.5
O=S(=O)(c1ccc(Cl)cc1)N1CCC2(CC1)OCCO2	-1	5	2	x	0	-2	6	0.6
COc1ccc(NC(=O)C2=C(C)Nc3ncnn3C2c2ccccc2C(F)(F)F)c(OC)c1 (stereo unspecified)	1	x	0	1	-3	-2	x	x
O=C(NN=Cc1ccccc1)NN=Cc1ccccc1	4	14	2	0	-7	2	6	-0.3
CCCCN(C(=O)CCCc1nc2ccccc2c(=O)[nH]1)c1c(N)n(CCCC)c(=O)[nH]c1=O	x	11	0	0	0	5	1	-1.2
Cc1c(Cl)c(=O)oc2cc(OC(C)C)ccc12	x	22	-6	7	5	2	1	x
Cc1sc2nc3c4ccccc4c(NCc4ccco4)nn3c(=O)c2c1C	x	x	4	-8	-4	1	x	x
C[C@H](CO)N1C[C@H](C)[C@@H](CN(C)S(=O)(=O)c2ccc(Cl)cc2)Oc2ccc(NC(=O)Nc3ccc4c(c3)OCO4)cc2CC1=O	-90	-40	-3	6	-1	-7[16.7 µM]	-8	0.4
CCCNC(=O)[C@H]1[C@H](CO)[C@H]2Cn3c(ccc(-c4ccc(F)cc4)c3=O)[C@@H]1N2CCC	-5	-10	4	x	0	9[16.7 µM]	x	-3.3
CCC(=O)c1ccc(OCC(O)Cn2cnc3ccccc32)cc1 (stereo unspecified)	46	x	5	-2	-1	1	x	x
CCOc1ccc(C(=O)Nc2sc3c(c2C(=O)OC)CC(C)(C)NC3(C)C)cc1	-14	4	-1	-9	-1	1	-6	-3.7
O=C(c1ccc(Oc2ccc(C(F)(F)F)cn2)cc1)N1CCN(c2ccccc2)CC1	32	x	-1	3	1	57	x	x
CCn1c(=O)c(C(=O)NCCc2ccc(OC)c(OC)c2)c(O)c2ccccc21	16	15	3	8	4	-1	7	1.2

Full records, quoted from the list. Screens in order: Statin myotox sup | GSIS activator | PglD DTNB | PGC1a acetyl inh | Cneo AK release | miR122 inh | FN deposit inh | CFTR F508del cor
CCn1c(=O)c(C(=O)NCCc2ccc(OC)c(OC)c2)c(O)c2ccccc21 is listed with 16 | 15 | 3 | 8 | 4 | -1 | 7 | 1.2
O=S(=O)(c1ccc(Cl)cc1)N1CCC2(CC1)OCCO2 is listed with -1 | 5 | 2 | x | 0 | -2 | 6 | 0.6
C[C@H]1CN([C@@H](C)CO)C(=O)c2cc(NC(=O)CCCN(C)C)ccc2O[C@H]1CN(C)C(=O)Nc1ccc(F)cc1 is listed with -45 | 0 | 4 | -3 | -4 | 1[16.7 µM] | x | 2.0

(next part)
SMILES	Statin myotox sup	GSIS activator	PglD DTNB	PGC1a acetyl inh	Cneo AK release	miR122 inh	FN deposit inh	CFTR F508del cor
O=C1NC(c2cccc([N+](=O)[O-])c2)Oc2ccccc21 (stereo unspecified)	x	9	x	1	x	x	2	3.4
Cc1oc(C(C)(C)C)c(CN2CCOCC2)c1C(=O)O	x	3	x	2	x	x	-4	0.8
Cc1cc(C(=O)COC(=O)CCc2nc3ccccc3s2)c(C)n1C	-7	x	6	-2	4	-1	-4	x
COc1ccc(NC(=O)c2ccco2)cc1NC(=O)c1ccco1	6	x	3	12	-7	8	-5	x
O=C1CSc2nc3ccccc3n21	-7	1	5	18	1	x	x	x
O=C(C[C@@H]1C[C@H]2c3cc(NC(=O)NC4CCCCC4)ccc3O[C@H]2[C@H](CO)O1)NCC1CC1	2	-1	3	0	3	-4[16.7 µM]	-2	0.3
Nc1nc(-c2ccccc2)c(CCCNc2ccccc2)c(=O)[nH]1	3	11	-5	-30	-1	0	-5	3.3
